TGFb SMAD3 inh – inhibitors of TGF-b signaling. HepG2 CAGA-GFP TGF-b/SMAD3 reporter, GFP fluorescence, 18 h; TGF-beta stimulated, 500 pg/mL final. Potency, µM (series often up to 46.1 µM), inactives show at the top dose activity, negative = inhibition, hits mostly inhibitors. 410,000 compounds, 1.2% hits. AID 588855; further: potency means the concentration at half of the fitted maximal effect; on the % scale 0 is the no-effect control and ±100 the full control effect; nearly all actives have a fitted effect of over 65% in size
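Inhibition of TGF-beta-driven CAGA-GFP reporter expression in HEPG2 cells is measured by cellular GFP fluorescence after 18 h stimulation with 500 pg/mL recombinant TGF-beta in 1% FBS medium at 37 degrees C.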
A549 viability – A549 cytotoxicity, counter-screen for Nrf2 inhibitors; A549 ARE-Fluc cells, CellTiter-Fluor viability, 18-24 h; Potency, µM (top dose mostly 46 µM), without a hit: top-dose activity change, negative = cytotoxicity, usual class: inhibitors; 390,000 compounds, 0.16% hits; AID 504648; further: potency means the concentration at half of the fitted maximal effect; on the % scale 0 is the no-effect control and ±100 the full control effect
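A549 ARE_Fluc cells in 5% FBS OPTI-MEM were exposed to compounds in concentration-response for 18-24 h at 37 deg C. Viability was read by CellTiter-Fluor fluorescence (Ex 405/Em 525) after 30 min, before the luciferase read.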
MCF10A rereplic – inducers of DNA re-replication in MCF 10A breast cells | MCF 10A DNA re-replication, Hoechst nuclear intensity, 48 h | Potency, µM (top dose mostly 46.1 µM), inactives show at the highest dose activity, positive = re-replication, actives largely listed as activators | 350,000 compounds, 2.9% hits | AID 624296; further: potency means the concentration at half of the fitted maximal effect; % of control where 0% means no effect; nearly all actives have a fitted effect of over 50% in size
Nrf2 inh – blocks Nrf2 signaling; A549 ARE-Fluc reporter, luciferase luminescence, 18-24 h; Potency, µM (highest dose often 46 µM), inactives show top-dose activity change, negative = inhibition, actives largely listed as inhibitors; 360,000 compounds, 2.1% hits; further: potency means the concentration at half of the fitted maximal effect; on the % scale 0 is the no-effect control and ±100 the full control effect; nearly all actives have a fitted effect of over 60% in size
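Concentration-response testing used A549 ARE_Fluc cells at 5000 cells/well. Following an 18-24 h compound incubation, viability was read by fluorescence (Ex 405/Em 525) and luciferase output by luminescence.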
HepG2 tox – HepG2 cytotoxicity, counter-screen for TGF-b inhibitors. HepG2 CAGA-GFP viability, ATP luminescence, 18 h. Potency, µM (series often up to 46.1 µM), for inactives: top-dose activity change, negative = cytotoxicity, hits mostly cytotoxic. 410,000 compounds, 0.76% hits. AID 588856; further: potency means the concentration at half of the fitted maximal effect; some results filed as inactive show a strong effect at the top dose
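HepG2 CAGA-GFP cells (1000/well, DMEM with 1% FBS) received compound, then TGF-beta at 500 pg/mL final, and were incubated 18 hours at 37 degrees C. Viability was read by CellTiter-Glo luminescence. Media-only wells were set as complete cell-killing and DMSO as no toxicity.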
Nrf2 activator – activates Nrf2 signaling. AREc32 ARE-luciferase reporter (MCF7-derived line), luminescence, 24 h. Potency, µM (series often up to 46.1 µM), for the others: at the top dose activation, most hits filed as activators. 410,000 compounds, 0.31% hits; further: potency means the concentration at half of the fitted maximal effect; % of control where 0% means no effect; nearly all actives have a fitted effect of over 65% in size
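ARE-driven firefly luciferase activity in AREc32 cells measured after a 24 hr compound exposure at 37 deg C, using Steady-Glo reagent and a 30 min room-temperature hold.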
ATXN2 expr inh – ATXN2 expression inhibition | HEK-293 ATXN2-luciferase reporter, luminescence, 24 h | Potency, µM (series often up to 57 µM), for inactives: at the top dose activity change, negative = inhibition, actives largely listed as inhibitors | 360,000 compounds, 0.72% hits; further: potency means the concentration at half of the fitted maximal effect; on the % scale 0 is the no-effect control and ±100 the full control effect; nearly all actives have a fitted effect of over 55% in size
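ATXN2-luciferase reporter cells (luciferase flanked by upstream and downstream ATXN2 gene portions) were treated 24 h at 37 °C with compounds at up to 57 uM. SteadyGlo luminescence gave expression; GF-AFC fluorescence gave viability.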
ATXN viability – reduces viability in counter-screen for ATXN expression inhibitors; Potency, µM (top dose mostly 56.7 µM), actives largely listed as cytotoxic; S2 cells (HEK-293 line with an ATXN2-luciferase reporter) viability, CellTiter-Fluor protease fluorescence, 24 h; AID 651635; 400,000 compounds, 0.49% hits; further: potency means the concentration at half of the fitted maximal effect; nearly all actives have a fitted effect of over 40% in size
IL-1B inflam inh – inflammasome signaling inhibition, IL-1 beta readout | THP-1 LPS/ATP IL-1B secretion, AlphaLISA, 16 h; active compounds read low | activity change, % at 57.5 µM | 360,000 compounds, 4.7% hits | AID 743279; in the data active means activity change below about -50%; inconclusive means mostly about -30% to -49%; further: on the % scale 0 is the no-effect control and ±100 the full control effect
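Secreted IL-1B measured by AlphaLISA bead assay after 16 h compound exposure of THP-1 cells; compounds (final up to 57.5 uM) added 1 h before LPS (250 ng/mL) and ATP (1.25 mM) stimulation; lower signal means less secretion.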
Active calls of the source: *; i = inactive; ? = inconclusive; / = not tested or not shown; [ ] = dose if it differs, or a comment. Unless noted, the call rests on the fitted dose curve; in most records, active means well fitted curve in the direction sought with a large enough effect; inconclusive means small, poorly fitted or top-dose-only effect, or another doubt; inactive means no such curve, though single readings can be large; an effect the other way counts as inactive or inconclusive.

Each structure is followed by: TGFb SMAD3 inh | A549 viability | MCF10A rereplic | Nrf2 inh | HepG2 tox | Nrf2 activator | ATXN2 expr inh | ATXN viability | IL-1B inflam inh
1	CCCCc1nnc(NC(=O)C(=O)OCC)s1
    8.0% | -0.4% | 5.4% | 2.2% | 4.0% | 0.1% | -11.0% | i | 0.7
2	CCC(C)NC(=O)C1CCCN(c2nc(C)cc(OC)n2)C1 (stereo unspecified)
    18.3% | -5.3% | -1.8% | 19.9% | -6.3% | -0.5% | -1.3% | i | 17.9
3	Cc1cc(=O)n2c(n1)NC(Nc1cccc(C)c1C)=NC2c1ccccc1 (stereo unspecified)
    -4.8% | -2.1% | -0.2% | -14.3% | -16.9% | -1.0% | -7.6% | i | -14.4
4	Cn1c(=O)c(C(=O)NCC2CCCO2)c(O)c2ccccc21 (stereo unspecified)
    4.7% | 1.1% | -21.0% | 3.4% | -16.9% | 11.2% | 1.8% | i | 51.3
5	Cc1nc2cccnc2n1-c1cccc(C(=O)NCCc2ccc(Cl)cc2)c1
    0.0% | 9.5% | / | ? | -21.7% | 1.6% | / | / | /
6	O=C(CSc1nnc(CNC(=O)c2ccccc2F)o1)NCc1ccccc1
    -1.9% | 8.3% | 0.8% | -7.0% | 1.1% | -0.7% | 11.9% | i | 37.1
7	Cn1c(N)c(C(=O)COC(=O)CCC(=O)c2ccc(F)cc2)c(=O)n(C)c1=O
    7.1% | -14.2% | -20.2% | 2.2% | 0.3% | -0.3% | 1.6% | i | 17.5
8	CC(=O)Nc1ccc(NC(=O)c2oc3c(c2C)-c2nn(Cc4ccccc4Cl)cc2CC3)cc1
    -16.6% | 0.6% | / | 4.8% | -44.5% | -0.8% | / | / | /
9	COc1ccccc1N(CC(O)CN1C(=O)NC(C)(C)C1=O)S(=O)(=O)c1ccc(C)cc1 (stereo unspecified)
    -2.1% | 5.7% | 4.2% | 3.6% | -10.9% | -0.5% | 3.4% | i | 7.7
10	O=C(NNc1c2ccccc2nc2ccccc12)c1cc2ccccc2cc1O
    -4.2% | ? | 21.2% | ? | -12.9% | 2.0% | -18.3% | ? | -60.2*
11	COC(=O)Nc1ccc(=O)n(Cc2c(Cl)cccc2Cl)c1
    -11.9% | 4.9% | -0.3% | 4.7% | -14.1% | 1.0% | 10.1% | i | 0.6
12	COc1cc(OC)cc(C(=O)OCC(=O)Nc2cccc(C(C)=O)c2)c1
    6.2% | -9.3% | -5.2% | -10.5% | 7.9% | 0.3% | -5.6% | i | 6.5
13	C=CCC(=O)N(CC)CC1CCCN(CCc2cccc(F)c2)C1 (stereo unspecified)
    -9.8% | -14.6% | -2.6% | -21.5% | -21.3% | -0.1% | 4.1% | i | 15.5
14	CC(=O)Nc1cccc(-c2ccnc3c2CC(C)(C(=O)NCCN(C)C)O3)c1 (stereo unspecified)
    -4.9% | / | / | / | -0.4% | 0.0% | 4.3% | i | 30.4
15	COC(=O)c1ccc(CN2CCN(Cc3ccc(F)cc3)C(CCO)C2)cc1 (stereo unspecified)
    -7.1% | 0.4% | 15.6% | 15.6% | -32.4% | 0.4% | -17.7% | i | 1.5
16	COc1ccc(/C=C2\C(=O)N(Cc3ccc(F)cc3)CC(=O)N2Cc2ccccc2)cc1
    5.7% | -5.7% | 13.8% | ? | -13.7% | 4.5% | -10.9% | i | -20.2
17	Cc1ccc(C(=O)NCCc2nnc3ccc(SCC(=O)Nc4ccccc4F)nn23)cc1
    -21.8% | 0.5% | 8.0% | 5.3% | -37.7% | -0.3% | -5.5% | i | -10.5
18	Cc1cc(=O)n2[nH]c(COc3ccccc3)nc2n1
    -4.8% | 13.6% | 14.8% | / | 8.8% | 0.3% | -1.0% | i | 26.2
19	O=C(c1cccs1)N1CCN(CCc2ccccc2)CC1
    -2.7% | -5.2% | -4.1% | 14.7% | -13.9% | 0.0% | 2.0% | ? | -10.8
20	C[C@@H]1Cn2cnc(C(=O)Nc3ccccc3)c2C(=O)N1
    ? | / | / | / | -55.2% | -0.2% | 2.4% | i | ?
21	COc1ccc([C@H]2CC(=O)C[C@@H](CCn3cc(-c4ccccn4)nn3)O2)cc1
    / | / | / | / | / | -0.6% | 1.8% | i | 21.7
22	CCc1c(C)nc2ncnn2c1NCCc1ccc(OC)cc1
    -6.4% | -16.0% | 2.51µM* | / | -14.5% | -0.6% | -35.9% | i | -20.8
23	COCCNC(=O)CNS(=O)(=O)c1ccc2nc(C)sc2c1
    6.0% | -6.6% | -6.9% | 10.9% | -3.1% | -0.1% | -7.6% | i | 7.4
24	Cc1ccc(/C=N/n2c(-c3ccccn3)n[nH]c2=S)o1
    -10.2% | -3.3% | -1.3% | -5.6% | -10.6% | -0.9% | / | / | 11.0
25	CCOc1ccc(C(=O)Nc2nc3ccccc3[nH]2)cc1OCC
    ? | -12.1% | 17.9% | 10.3µM* | -29.5% | 6.8% | -29.8% | i | 30.6
26	CC(=O)c1ccc(OCC(=O)N(C2CCCCC2)C2CCS(=O)(=O)C2)cc1 (stereo unspecified)
    ? | -11.4% | 4.4% | -0.5% | 6.8% | -0.7% | -8.1% | i | 16.7
27	Cc1nn(C)c(Cl)c1CN1CCN(C2CCCCC2)C(CCO)C1 (stereo unspecified)
    -12.7% | 8.5% | 1.5% | 1.2% | -9.7% | 0.2% | / | i | -6.1
28	Cc1cnc(NC(=O)C2COc3ccccc3O2)s1 (stereo unspecified)
    -10.4% | 1.3% | 14.4% | ? | 2.0% | -0.8% | ? | i | 5.3
29	Cc1c(NC(=O)CC(C)C)c(=O)n(-c2ccccc2)n1C
    1.3% | -3.6% | -3.3% | 2.6% | -18.4% | -0.7% | -1.1% | i | -15.1
30	Cc1cc2nccc(-c3ccc(F)cc3)n2n1
    -1.1% | 2.0% | 3.4% | -8.0% | -15.0% | -0.4% | 6.4% | i | -25.9
31	COc1cc(/C=N/NC(=O)c2ccc3c(c2)OCCO3)cc(Br)c1O
    -0.6% | -12.3% | 3.4% | -28.3% | -4.5% | 7.0% | 18.5% | i | -24.1
32	COc1ccc(N2CCCn3c2nc2c3c(=O)n(Cc3ccc(F)cc3)c(=O)n2C)c(OC)c1
    -3.2% | -1.0% | -4.0% | 4.9% | 9.9% | -0.9% | 1.2% | i | 18.9
33	Cc1ccc(Cn2ccn(CC(=O)Nc3c(C)cc(C)cc3C)c(=O)c2=O)cc1
    0.6% | -18.3% | / | -16.0% | -11.3% | -0.5% | / | / | /
34	COC(=O)C/C=C/N(Cc1ccccc1OC)S(=O)(=O)CCl
    ? | 1.7% | -11.1% | 8.5% | 0.8% | 19.3% | 7.9% | i | 11.8
35	COC(=O)[C@@]12CCCN1[C@H](c1ccc(-c3ccccc3)cc1)[C@H]1C(=O)N(C)C(=O)[C@H]12
    ? | 2.7% | -34.2%[inhibitor] | -20.4% | -20.4% | 0.4% | -8.7% | i | 4.0
36	COc1ccccc1Nc1nnc(SCC(=O)c2c(N)n(C3CC3)c(=O)[nH]c2=O)s1
    46.9%[activator] | 3.8% | 5.8% | 1.9% | 12.9% | 0.7% | 13.0% | i | 29.1
37	Cc1ccc2c(c1)N(C(=O)CCC(=O)NCc1ccccc1)CC(C)O2 (stereo unspecified)
    1.0% | 10.1% | 0.7% | ? | -4.1% | 1.4% | 0.2% | i | -16.3
38	O=C(NCc1nnc(SCC(=O)N2CCCCCC2)o1)c1ccco1
    3.9% | 10.5% | -3.9% | 5.0% | -1.3% | -0.6% | -5.5% | i | 13.1
39	CC(C)CC(CSc1ccc(Br)cc1)N1CCN(CC(C)C)CCC1=O (stereo unspecified)
    ? | -20.3% | / | -14.7% | -35.2% | / | / | / | /
40	NC(=O)c1ccccc1NC(=O)Nc1cccc(Cl)c1Cl
    -10.6% | -10.3% | -1.7% | -23.4% | -7.5% | -0.2% | -1.3% | i | -5.9
41	CCOc1ccccc1NC(=O)Cn1c(=O)n(-c2ccc(F)cc2)c(=O)c2c3c(sc21)CN(C(C)=O)CC3
    -25.9% | -0.2% | / | -1.1% | -2.0% | 0.4% | 2.8% | i | /
42	CN=c1scc(-c2ccc(Cl)cc2)n1C
    -17.0% | 0.5% | -4.0% | 18.4% | 2.5% | -0.3% | 5.5% | i | 1.4
43	COc1ccccc1NC(=O)COC(=O)Cn1cnc2c1c(=O)n(C)c(=O)n2C
    6.1% | -1.6% | 6.6% | -9.7% | -5.4% | -0.2% | 9.6% | i | -4.2
44	O=C(Cn1ncn2c(cc3sccc32)c1=O)NCCc1ccccc1
    4.9% | 7.8% | / | 1.1% | -13.8% | -0.1% | / | / | /
45	COc1ccc(C2C(C(C)=O)=C(O)C(=O)N2c2ccc(Br)cn2)cc1 (stereo unspecified)
    9.7% | -7.0% | 0.2% | -8.3% | 5.1% | -0.5% | 3.0% | i | 6.9
46	CN1CCN(Cc2c(C#N)c3ccccc3n2C)CC1
    ? | 2.4% | 10.8% | 5.9% | -26.3% | -0.2% | -4.1% | ? | 0.0
47	CCOC(=O)c1c(NC(=O)CSc2nnc(-c3c[nH]c4ccccc34)n2C)sc2c1CCCC2
    -2.5% | -22.2% | 22.1% | ? | 4.9% | -0.5% | -19.0% | ? | -21.0
48	CCOC(=O)c1cc2c(C)n(-c3ccc(OCC)cc3)c(C)c2ccc1=O
    ? | -7.2% | 25.4% | ? | -37.4% | 2.4% | -4.6% | i | -18.6
49	COc1ccc(S(=O)(=O)Nc2ccccc2C(=O)OC2CCCN(C)C2)cc1OC (stereo unspecified)
    0.8% | 16.7% | 2.8% | 7.1% | -25.5% | -0.7% | -14.9% | i | -13.8
50	O=C(COc1coc(CN2CCN(c3ccc(F)cc3)CC2)cc1=O)Nc1ccccc1
    11.2% | 3.5% | -0.9% | ? | -17.1% | -0.8% | -8.1% | i | 5.5
51	COc1ccc(C(=O)N(Cc2ccc(C(C)C)cc2)C2CCS(=O)(=O)C2)cc1 (stereo unspecified)
    26.9% | -18.4% | / | ? | -3.2% | 4.9% | -0.8% | i | /

This is a random part of the collection, and some 8.8% of all compounds hit somewhere here.
